mcGAS inh: cyclic GMP-AMP synthase inhibitors, mouse, primary biochemical chemiluminescence. Q8C6L5. recombinant cGAS, Kinase-Glo ATP depletion luminescence. inhibition, % at 12.5 µM. actives 0.15% (n = 160,000). AID 1259399, 2018;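 further: 0% = negative control wells and 100% = reference inhibitor with no enzyme activity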
hcGAS lum: Primary biochemical luminescence assay for human cyclic GMP-AMP synthase inhibitors; actives 0.081% (n = 290,000); Q8N884; AID 1259398, 2018; inhibition, % at 12.5 µM; recombinant h-cGAS, ATP depletion, Kinase-Glo luminescence;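 further: 0% = vehicle reaction and 100% = reaction without DNA for no activity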
Target sequence (Q8N884 whole entry, looked up): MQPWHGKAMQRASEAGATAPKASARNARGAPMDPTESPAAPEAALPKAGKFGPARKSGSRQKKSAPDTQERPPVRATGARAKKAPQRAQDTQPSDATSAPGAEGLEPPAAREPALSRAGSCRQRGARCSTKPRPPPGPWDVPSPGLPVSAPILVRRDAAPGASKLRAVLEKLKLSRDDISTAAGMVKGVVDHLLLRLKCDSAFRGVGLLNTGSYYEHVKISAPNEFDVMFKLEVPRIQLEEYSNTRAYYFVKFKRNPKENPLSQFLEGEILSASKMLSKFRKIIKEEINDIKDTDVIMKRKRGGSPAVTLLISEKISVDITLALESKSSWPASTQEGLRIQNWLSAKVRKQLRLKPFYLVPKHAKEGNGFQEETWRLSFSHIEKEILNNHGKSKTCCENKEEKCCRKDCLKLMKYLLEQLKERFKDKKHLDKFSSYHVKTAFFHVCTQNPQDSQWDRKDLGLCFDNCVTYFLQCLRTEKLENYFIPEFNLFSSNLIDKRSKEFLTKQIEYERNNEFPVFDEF
NPYLR7 ag: agonists of mosquito NPYLR7 receptor, primary screen, cell-based, Aedes aegypti, calcium fluorescence, mosquito biting behavior; Aedes aegypti neuropeptide Y-like receptor 7 (NPYLR7); HEK293T NPYLR7/Galpha15, GCaMP6s calcium fluorescence; activation, % at 10 µM; actives 0.15% (n = 270,000); AID 1259423, 2018; in the data active means activation above about 40%;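 further: 0% = vehicle and 100% = reference agonist at the receptor; some compounds past the cut are filed as inactive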
Active calls of the source: *; nt = not tested or not shown; & = joins results of further samples. Unless noted, no stated cut-off is given here; in the data, active means inhibition above about 40%; inactive means the rest. No enrichment for hits (roughly 0.29% active in at least one column).

compound | NPYLR7 ag | hcGAS lum | mcGAS inh
CCN(Cc1nccn1C)C(=O)CC1C(=O)NCCN1Cc1cccs1 (stereo not given) | 3 | 1 | -11
Cc1cc(C)c(C#N)c(SCc2cc(C)on2)n1 | 12 | -3 | nt
O=C(Cn1cnc2c(nnn2Cc2ccc(Cl)cc2)c1=O)N1CCCC1 | 9 | -4 | nt
O=C(c1cc(-c2ccc(O)cc2)n[nH]1)N1CCC(c2ccncc2)CC1 | 0 | -5 | nt
COc1ccc(N2C(=O)CC(Sc3ncccc3C(=O)O)C2=O)cc1 (stereo not given) | 4 | -8 | nt
COC(=O)C1CCCc2c1ccn2C(=O)OC(C)(C)C (stereo not given) | 18 | -5 | nt
COc1ccc(-c2cnc3ncnn3c2NCCc2cccc(OC)c2)cc1 | -5 | -1 | -1
Cc1ccc(NC(=O)CSc2nc(Cl)cc(N3CCN(C(=O)c4ccc(Cl)cc4)C(C)C3)n2)cc1 (stereo not given) | 27 | -6 | -4
CCOC(=O)c1c(NC(=O)C=Cc2cc(OC)c(OC)c(OC)c2)sc(C(=O)N(C)C)c1C | -1 | -6 | -8
CC(=O)[C@@]1(O)CCC2C3C=C(Cl)C4=CC(=O)[C@@H]5CC5[C@]4(C)C3CC[C@@]21C (stereo not given in full) | -5 | -3 | nt
c1ccc(-c2ccccc2NCc2nnnn2C2CC2)cc1 | -6 | 4 | nt
Cc1cccc(CN2CCN(c3ccc(Cl)cc3)C(=O)C2C)c1 (stereo not given) | -1 | -3 | 74*

(next part)
compound | NPYLR7 ag | hcGAS lum | mcGAS inh
O=C(/C=C/c1ccc(OC(F)(F)F)cc1)N[C@H](Cc1ccccc1)C(=O)N1CCC(C(=O)N2CCCCC2)CC1 | 30 | -4 | -8
Cc1ccc(C)c(OC(C)C(=O)NCCc2nc(-c3cccnc3)no2)c1 (stereo not given) | 5 | 0 | -14
COc1cc(CNC(=O)c2ccc(-c3cc(-c4ccc(Cl)cc4)[nH]n3)cc2)cc(OC)c1 | nt | -1 | -5
O=C(COC1CCCC1)Nc1ccc(-c2cn3c(n2)CCCC3)cc1 | -2 | -16 | -7
CNC(=O)c1ccc(C)c(NC(=O)C2=C(c3ccccc3)N3CCS(=O)(=O)N=C3S2)c1 | 6 | -8 | nt
COC(=O)C1CCN(C(c2cccs2)C2Sc3nc(C)nn3C2=O)CC1 (stereo not given) | 2 | -3 | -7
NC(N)=Nc1nc2cc(Cl)ccc2o1 | 0 | -4 | nt
Cc1ccc(C2=NN(C(=O)CN3CCCC3)C(c3ccc4c(c3)OCO4)C2)cc1 (stereo not given) | -4 | -1 | -2
CC(C)c1ccc(NC(=O)c2cccc(N)n2)cc1 | 4 | -4 | nt
Cc1ccc2[nH]c(CN3CCC(C(=O)NCc4ccco4)CC3)nc2c1C | 29 | -5 | -11
O=S(=O)(Cc1ccccc1F)c1oc(-c2ccc(F)cc2)nc1S(=O)(=O)c1ccccc1 | 6 | -3 | nt
CCCCCCCCCCOc1ccc(C2=N/C(=C\C=C\c3ccccc3OC)C(=O)O2)cc1 | -1 | -2 | nt

Next part
compound | NPYLR7 ag | hcGAS lum | mcGAS inh
N#CC=CN1CCc2ccccc2C1 | 1 | -3 | nt
CCOC(=O)C1(Cc2cccc(Cl)c2)CCCN(C(=O)C(C)(C)C)C1 (stereo not given) | 5 | -2 | nt
CSc1nc2c(c(=O)[nH]1)C(c1cccs1)C1C(=O)CCCC1=N2 (stereo not given) | -1 | 4 | nt
O=C(C1CCCN1S(=O)(=O)c1cccs1)N(Cc1ccccn1)c1nc2ccccc2s1 (stereo not given) | 17 | -2 | -3
O=C(CN(CC(F)(F)F)C1CCC1)NC(=O)Nc1ccc2c(c1)OCO2 | -1 | 4 | -1
CC1=NC2=C(C(=O)CCC2)C(c2cccnc2)C1C(=O)OC1CCCCC1 (stereo not given) | 14 | -8 | -6
CCN(CC)c1cc(COC)nc(SCc2cccc(C(=O)Nc3ccc(F)cc3)c2)n1 | 4 | -1 | -4
O=c1[nH]nc(C2CCCN(S(=O)(=O)N3CCCC3)C2)n1-c1ccccc1 (stereo not given) | 13 | -5 | -17
COc1ccccc1N=Nc1c(O)ccc2ccccc12 | 2 | -28 | -14
Cc1cc(N)nc(SCc2cccc([N+](=O)[O-])c2)n1 | 4 | -1 | nt
O=C(c1ncc[nH]1)N1CCOC(COc2cccc(C(F)(F)F)c2)C1 (stereo not given) | 26 | -4 | -8
CN(C)C1CCCN(C(=O)NCCNc2cccc(F)c2C#N)C1 (stereo not given) | 1 | -5 | nt

The list goes on:
compound | NPYLR7 ag | hcGAS lum | mcGAS inh
c1ccc(-c2nc(-n3ccnc3)nc(-n3ccnc3)n2)cc1 | -2 | 10 | nt
O=C(NCc1nc2ccccc2n1CC(=O)N1CCCCC1)c1ccco1 | 2 | -3 | -7
CC(C)CC(=O)Nc1ccc(C(=O)COc2ccc(F)cc2)cc1 | -3 | 2 | nt
COc1cc(C=C2C(=O)NC(=S)NC2=O)ccc1OCCOc1ccccc1 | -7 | -5 | -2
COc1ccc(CNCc2cnc(SC)nc2N2CCc3ccccc3C2)cc1 | 13 | -1 | -1
O=C(Nc1ccc(I)cc1)c1cn(-c2ccccc2)nc1-c1ccncc1 | 1 | -4 | -6
CN1CCN(NC(=O)CCN2C(=O)/C(=C\c3ccccc3)SC2=S)CC1 | -7 | -1 | 1
CNc1nc2cnc(Nc3ccccn3)cc2n1-c1cc(OC)c(OC)c(OC)c1 | 7 | -4 | -7
COc1ccccc1OCCN1CCC(C(=O)NC(c2ccccc2)c2cnccn2)CC1 (stereo not given) | 2 | 1 | 2
Cc1cc(C(=O)N(Cc2ccccc2)[C@H]2C[C@H]3CCOC[C@@]3(c3ccccc3)C2)no1 | 4 | -8 | -1
CNC(=O)[C@@]1(OCc2cccc(C(F)(F)F)c2)CC(OCc2c(F)cccc2F)[C@@H]2OC(C)(C)O[C@@H]2C1 (stereo not given in full) | 5 | -2 | -3
O=C(c1ccccc1Cl)N1CCC(c2n[nH]c(Cc3ccccc3)n2)CC1 | -5 | -7 | -11

The final seven compounds of the part above are carried over, then new ones follow:
compound | NPYLR7 ag | hcGAS lum | mcGAS inh
O=C(Nc1ccc(I)cc1)c1cn(-c2ccccc2)nc1-c1ccncc1 | 1 | -4 | -6
CN1CCN(NC(=O)CCN2C(=O)/C(=C\c3ccccc3)SC2=S)CC1 | -7 | -1 | 1
CNc1nc2cnc(Nc3ccccn3)cc2n1-c1cc(OC)c(OC)c(OC)c1 | 7 | -4 | -7
COc1ccccc1OCCN1CCC(C(=O)NC(c2ccccc2)c2cnccn2)CC1 (stereo not given) | 2 | 1 | 2
Cc1cc(C(=O)N(Cc2ccccc2)[C@H]2C[C@H]3CCOC[C@@]3(c3ccccc3)C2)no1 | 4 | -8 | -1
CNC(=O)[C@@]1(OCc2cccc(C(F)(F)F)c2)CC(OCc2c(F)cccc2F)[C@@H]2OC(C)(C)O[C@@H]2C1 (stereo not given in full) | 5 | -2 | -3
O=C(c1ccccc1Cl)N1CCC(c2n[nH]c(Cc3ccccc3)n2)CC1 | -5 | -7 | -11
NC(=O)COC(=O)c1ccc(Br)o1 | 20 | -4 | -3
NC1=NC2(CCSCC2)n2c(nc3ccccc32)N1 | -1&7 | 9&-7 | -3
O=C(NCCc1ccc(Cl)cc1Cl)c1cc2n(n1)CCN(CC1CC1)C2=O | 10 | 0 | -3
O=C(c1ccc2c(c1)OCO2)C1CCCN(C(=O)c2ccccc2-c2ncc[nH]2)C1 (stereo not given) | 0&14 | 2&-6 | nt
CCc1nnc(SCC(=O)N2CCN(C)C3(CCN(C)CC3)C2)o1 | 12 | -2 | nt
CCc1ccc(Sc2c(F)c3c(c(F)c2Sc2ccc(CC)cc2)C(=O)c2ccccc2C3=O)cc1 | -5 | -6 | -6
Cc1cc(NC(=O)COC(=O)c2cccc3ccccc23)no1 | 4 | -1 | nt
CCN(Cc1ccc(C(=O)Nc2ccc(F)cc2F)cc1)[C@H]1COC[C@@H]1O | nt | -5 | -9
O=C(NC1CCCC1)c1ccccc1NS(=O)(=O)c1ccc(F)c(F)c1F | 2 | -6 | -6
CCOC(=O)c1nn(-c2ccc(C)c(C)c2)cc1O | 0 | -3 | nt
C=CCN1CC(C(=O)N(CC)Cc2cc(Cl)ccc2OC)CCC1=O (stereo not given) | -9 | -6 | -18
Cc1ccc(CN(Cc2cnn(C)c2)CC(C)C)n1-c1cccnc1 | 2 | -3 | -10

Grouped by structure: those above with a furan ring, fused or not (3)
compound | NPYLR7 ag | hcGAS lum | mcGAS inh
Cc1ccc2[nH]c(CN3CCC(C(=O)NCc4ccco4)CC3)nc2c1C | 29 | -5 | -11
O=C(NCc1nc2ccccc2n1CC(=O)N1CCCCC1)c1ccco1 | 2 | -3 | -7
NC(=O)COC(=O)c1ccc(Br)o1 | 20 | -4 | -3

Record cards, as listed above:
CCc1ccc(Sc2c(F)c3c(c(F)c2Sc2ccc(CC)cc2)C(=O)c2ccccc2C3=O)cc1 in the list: NPYLR7 ag: -5; hcGAS lum: -6; mcGAS inh: -6
CCOC(=O)c1nn(-c2ccc(C)c(C)c2)cc1O in the list: NPYLR7 ag: 0; hcGAS lum: -3; mcGAS inh: nt

(listing goes on)
compound | NPYLR7 ag | hcGAS lum | mcGAS inh
CC(NC(=O)c1cccs1)c1cc2c(cc1Br)OCCCO2 (stereo not given) | -6 | 7 | nt
c1coc(CNc2nc(C34CC5CC(CC(C5)C3)C4)cs2)c1 | -3&-2 | 1&12 | 3
C=CCn1c(=O)c2c(nc3n2CC(C)CN3c2ccccc2OC)n(C)c1=O (stereo not given) | 7 | -5 | nt
CC1CCC2(CC1)NC(=O)N(NC(=O)c1cc3c(s1)CCC(C)C3)C2=O (stereo not given) | -5 | -6 | nt
COc1cc(OC)c(-c2nc3cnccc3n2C)cc1OC | 16 | -7 | nt
CNC(=O)c1cccc(C(=O)N(CC(F)(F)F)C2CCCC2)c1 | -23 | -1 | nt
NC(N)=NC(=O)c1nc(Cl)c(N2CCCCCC2)nc1N | 5 | -4&-2 | -4&-2
O=C(CC1Oc2ccccc2NC1=O)NC1CCCc2ccccc21 (stereo not given) | -25 | -2 | nt
COc1ccc(-n2cc(-c3ccccc3)c3c(=S)nc[nH]c32)cc1 | -10 | -4 | -5
Cc1c(CN2CCOc3ccc(C4=CCCCC4)cc3C2)c(=O)n(-c2ccccc2)n1C | 6 | -7 | -10
Cc1ccc(C2c3ccccc3CCN2C(=O)c2cc(C(F)(F)F)cc(C(F)(F)F)c2)cc1 (stereo not given) | 22 | -4 | -7
CC(C)c1nccn1CCOc1ccccc1 | 12 | -3 | nt

Going on with the list.
compound | NPYLR7 ag | hcGAS lum | mcGAS inh
CCSc1nc2c([nH]c3ccccc32)c(=O)n1C | 1 | -6 | -7
Brc1ccccc1CN1CCC(Cc2ccc3c(c2)OCO3)CC1 | 2 | -7 | -7
Cc1ccc2[nH]c(=O)cc(C(=O)N3CCCC4(CCN(C)C4)C3)c2c1 (stereo not given) | -1 | -7 | nt
CCOc1ccc(-c2nc3ccc(Br)cn3c2NC(C)(C)C)cc1 | -4 | -3 | -7
COCCn1c(O)c(C=Nc2cnccn2)c(=O)[nH]c1=S | 3 | 0 | nt
CN(CCc1ccccn1)C(=S)NCCc1ccccc1 | -1 | -8 | nt
CNS(=O)(=O)c1c(C)noc1C | 1 | -5 | -6
CCC(CC)C(=O)N(Cc1cc(NC(=O)c2ccccc2Cl)ccc1N(C)C)C(C)c1ccccc1 (stereo not given) | 24 | -1 | -8
CCSc1ccc(NC(=O)C(C)C)nn1 | 2 | -3 | nt
CCOC(=O)N1CCN(C2CCCN(C(=O)CCc3c(C)noc3C)C2)CC1 (stereo not given) | -2 | -9 | nt
COCCn1c(=O)[nH]c(=O)c2c3c(cnc21)C(=O)CC(c1ccco1)C3 (stereo not given) | 2 | -10 | -9
COc1ccc(C(=O)Nc2ccccc2)cc1S(N)(=O)=O | -5 | -2 | -7

Next section
compound | NPYLR7 ag | hcGAS lum | mcGAS inh
Cc1occc1C(=O)N1CCC(n2cnc3cc(C(F)(F)F)ccc32)CC1 | -7 | -2 | -5
O=C(NCCO)C(F)(F)C(F)(F)C(F)(F)OC(F)(C(=O)NCCO)C(F)(F)F (stereo not given) | -2 | -13 | nt
Cc1cccnc1CC(C)N(C)C(=O)c1cc(-c2ccccc2)on1 (stereo not given) | 0 | -8 | -10
CCC(COC)NC(=O)c1cnc2c(-c3cccs3)cnn2c1C (stereo not given) | 15 | -6 | -8
O=S(=O)(Nc1ccc2ccccc2c1)c1ccccc1Br | 1 | -5 | nt
CNCC#CCOc1cc(C)cc(C)c1C | -8 | -3 | nt
COC(=O)Cn1c(CN2CCN(c3ccccc3)CC2)nc2c1c(=O)n(C)c(=O)n2C | 1 | 1 | nt
Cc1ccc2c(c1)c(CNC(=O)Cc1c(C)nc3ccccn13)nn2C | 7 | -7 | -9
CC(C(=O)N1CCCC1)N1CCOC(CN(C)C)C1 (stereo not given) | 8 | -12 | nt
CCSc1nnc2n1CCN2c1ccc(OC)cc1 | 12 | 5 | 0
CC(C)Sc1nnc(C2CCN(C(=O)OC(C)(C)C)CC2)o1 | nt | -9 | -6
CC/C=C(\C)CN1CCC(CNC(=O)c2cccn(C)c2=O)C1 (stereo not given) | 5 | -1 | nt
CCOC(=O)c1nn(-c2ccc(C)cc2)c(=O)cc1OCC(=O)Nc1c(C)cc(C)cc1C | 8 | -1 | nt
CCN(CC)C(=O)c1cncn1-c1ccc(-c2cc(C)cc(C)c2)cc1 | 4 | 0 | 0

Screens deposited in PubChem by Fisher Drug Discovery Resource Center.
